PV pol inh – poliovirus RNA polymerase inhibition. poliovirus polymerase elongation, fluorescence polarization; hits give low values. actives 0.66% (n = 150,000). AID 588519. P03300. % elongation, % (compound at 16.7 µg/mL); in the data active means % elongation below about 90%; further: some results filed as inactive read as strong as hits
Target sequence (P03300 1749-2209 limits assumed): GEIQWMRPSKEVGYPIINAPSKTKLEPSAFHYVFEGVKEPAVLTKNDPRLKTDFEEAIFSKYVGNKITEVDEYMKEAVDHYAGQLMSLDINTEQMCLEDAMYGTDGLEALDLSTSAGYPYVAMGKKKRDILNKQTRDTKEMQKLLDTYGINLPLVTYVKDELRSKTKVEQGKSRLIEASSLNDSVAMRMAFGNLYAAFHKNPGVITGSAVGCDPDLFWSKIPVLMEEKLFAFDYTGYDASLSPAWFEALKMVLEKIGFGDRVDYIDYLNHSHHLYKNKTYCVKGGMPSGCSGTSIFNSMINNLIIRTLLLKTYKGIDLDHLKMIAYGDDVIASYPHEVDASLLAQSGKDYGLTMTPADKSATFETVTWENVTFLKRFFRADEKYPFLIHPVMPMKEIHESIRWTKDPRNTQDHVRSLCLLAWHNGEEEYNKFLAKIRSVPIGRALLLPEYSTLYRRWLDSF
PV pol inh FP z-score – second read-out of PV pol inh, no call of its own (marks repeat the call); z-score; measured here: FP z-score; hits read low
* hit, by the source's call. Only part of the results is shown, so the mix of outcomes need not match the whole.

SMILES	PV pol inh	PV pol inh FP z-score
Cc1ccc(CCNc2nc3ccccc3c3nc(-c4ccccc4)nn23)cc1	109.0	1.5
COc1ccc(C(=O)OCc2cn3cc(Cl)ccc3n2)c(OC)c1OC	102.0	-0.2
Cn1ccnc1SCC(=O)c1c[nH]c2ccccc12	101.0	0
CCOC(=O)c1cc(-c2ccccc2)n(-c2cccc(C(=O)N3CCCC3)c2)c1C	104.0	0.9
Cc1ccc(N2CC(NC(=O)C3CCCC3)CC2=O)cc1 (stereo unspecified)	105.0	-0.3
O=C1C=C(NCc2ccc(Cl)cc2)CCC1	100.0	-0.2
CCn1c(O)c(C(C)=NCc2ccccc2CN(C)C)c(=O)n(CC)c1=S	109.0	0.8
COc1ccc(C(=O)O)cc1Br	102.0	-0.3
COc1cc(C(=O)NCCc2csc3nc(-c4ccccc4C)nn23)cc(OC)c1OC	102.0	-1.1
CC(C)Cn1nc(C(=O)N2CCN(Cc3nc4ccccc4s3)CC2)c2ccccc2c1=O	103.0	0.1
COc1ccc(C)cc1NC(=O)COC(=O)[C@@H]1CCCN1C(=O)OC(C)(C)C	99.0	-0.3
O=C(NC1CCCCC1)/C(=C/c1ccc(Cl)cc1)NC(=O)c1ccccc1	106.0	0.4
CC1(C)C2CC=C(/C=N/NC(=O)c3cccc(S(=O)(=O)N4CCOCC4)c3)C1C2 (stereo unspecified)	105.0	0.4
CCOc1ccc(NC(=O)CC2C(=O)N(c3ccccc3)C(=S)N2CCCN2CCN(C)CC2)cc1 (stereo unspecified)	102.0	0.4
Cn1cnc(S(=O)(=O)N2CCCC(C(=O)NCc3ccccc3)C2)c1 (stereo unspecified)	109.0	0.6
COc1ccc(C(CNC(=O)COc2cc(C)cc(C)c2)N2CCOCC2)cc1 (stereo unspecified)	100.0	-0.3
Cn1ncc(N2CCN(C(=O)c3ccc(Cl)cc3)CC2)c(Cl)c1=O	100.0	-0.5
COc1ccc(NC(=O)Cn2c(=O)n(-c3ccc(C)c(C)c3)c(=O)c3c(C)c(C)sc32)cc1	104.0	-0.2
Cc1cnc2c(c1SCC(=O)NCc1ccccc1Cl)c(=O)n(C)c(=O)n2C	105.0	-0.2
CCC1Oc2ccc(C)cc2N(CC(=O)N(Cc2cccnc2)Cc2cccc(OC)c2)C1=O (stereo unspecified)	106.0	1.1
CCCN(Cc1cc2cccc(C)c2[nH]c1=O)C(C)=O	104.0	0.8
O=C(NCc1ccc(F)cc1)c1ccc(CSCc2cccc(Cl)c2)o1	102.0	-0.6
COc1ccc(C)cc1NC(=O)c1ccc2c(Cl)c3c(nc2c1)CCC3	108.0	0.1
Cn1c(CNc2ccc(Br)cc2)nc2ccccc21	103.0	0.6
CC(=O)Nc1ccc(NC(=O)c2ccc3c(c2)CCN3S(=O)(=O)c2ccc(Cl)cc2)cc1	96.0	-2.6

Some of these compounds in order of length of the SMILES, falling:
SMILES	PV pol inh	PV pol inh FP z-score
CC(C)Cn1nc(C(=O)N2CCN(Cc3nc4ccccc4s3)CC2)c2ccccc2c1=O	103.0	0.1
CCOC(=O)c1cc(-c2ccccc2)n(-c2cccc(C(=O)N3CCCC3)c2)c1C	104.0	0.9
O=C1C=C(NCc2ccc(Cl)cc2)CCC1	100.0	-0.2

The listing continues:
SMILES	PV pol inh	PV pol inh FP z-score
COCCNC(=O)CN1C(=O)COc2ccc(S(=O)(=O)N3CCOCC3)cc21	103.0	-0.5
COc1ccc(-n2c(=S)[nH]c3cc(C(=O)N4CCC(C(N)=O)CC4)ccc3c2=O)cc1	101.0	-0.1
S=C(Cc1cccnc1)N1CCOCC1	98.0	-0.4
COC(=O)c1c(O)ccc(-c2ccc(NC(C)=O)cc2)c1C(=O)OC	100.0	0
CCOc1ccc(N(CC)S(=O)(=O)N2CCCC(C(=O)N3CCc4ccccc43)C2)cc1 (stereo unspecified)	102.0	0
O=C1C=C(c2ccc(Br)cc2)OC(=O)C1C(=O)c1ccc(Br)cc1 (stereo unspecified)	103.0	-0.2
CC1CN(C(=O)N(C)C)CCN1C(=O)N(C)C (stereo unspecified)	100.0	-0.2
Cc1cc(C(=O)COC(=O)Cc2coc3ccc4ccccc4c23)c(C)n1C1CC1	103.0	0.1
O=C(c1cccs1)C1CN(Cc2ccccc2)CCC1(O)c1cccs1 (stereo unspecified)	97.0	-0.2
CC1CN(C(=O)c2ccc(COCC(F)(F)F)o2)CC(C)O1 (stereo unspecified)	102.0	0.2
CC(=O)n1nccc1-c1nccnc1C	107.0	0.6
CC1CCCN(S(=O)(=O)c2ccc3[nH]c(=O)cc(C(=O)NC(C)CCc4ccccc4)c3c2)C1 (stereo unspecified)	102.0	0.3
CCNC(=S)N1CCOCC1	103.0	-0.1
Cc1sc2ncn(CC(O)CO)c(=O)c2c1C (stereo unspecified)	103.0	0.2
Cc1cc(C)c(NC(=O)c2nccnc2CO)c(C)c1	102.0	0.4
CCCCCc1cc(C(=O)O)[nH]c1-c1ccccc1	104.0	0.5
O=C(CCn1nc(-c2ccc(Cl)cc2)ccc1=O)N1CCC2(CC1)OCCO2	103.0	0.6
COc1cccc(C2c3c(C)nn(C)c3NC(=O)C2NC(=O)c2ccccc2)c1 (stereo unspecified)	99.0	-0.5
N#Cc1c(NC(=O)c2cccs2)sc2c1CCCCC2	102.0	0.1
Cc1cccc(C)c1NC(=S)N1CCCc2cccc(C)c21	109.0	0.6
COc1ccc(C2NC(=O)c3ccccc3N2C)cc1 (stereo unspecified)	101.0	0
CCOC(=O)c1cccc(NS(=O)(=O)c2cc(Br)cc3c2N(C(=O)C2CC2)CC3)c1	108.0	1.1
Cc1ccc2nc(SCC(=O)NC(=O)C(C)(C)C)[nH]c2c1	103.0	0.2
COc1ccc2c(c1)N(C)/C(=C1/SC(=S)N(C)C1=O)S2	101.0	-0.2
COC(=O)C1Cc2ccccc2CN1S(=O)(=O)c1ccc(F)cc1 (stereo unspecified)	105.0	0.6
The list goes on.
SMILES	PV pol inh	PV pol inh FP z-score
CCC(=O)N/C(N)=N/c1nc2ccccc2o1	106.0	1
Oc1ccc2ccccc2c1C1Nc2ccccc2-n2cccc21 (stereo unspecified)	105.0	0.3
CC(C)n1c(C(O)c2ccc(N(C)C)cc2)nc2ccccc21 (stereo unspecified)	105.0	0.4
CCCN(C(=O)c1ccc2c(=O)n3c(nc2c1)CCCCC3)c1cccc(Cl)c1	102.0	-1.9
O=C1C2=C(Nc3ccccc3SC2c2ccsc2)c2ccccc21 (stereo unspecified)	101.0	-0.3
CSc1nc2ccccc2n1CN1CCN(S(=O)(=O)c2ccccc2C#N)CC1	99.0	-0.4
O=C(Nc1ccccc1)C1CC(=O)N(c2ccccc2)C1 (stereo unspecified)	100.0	-0.5
CCOc1ccccc1C1C(C#N)=C(N)SC(N)=C1C#N	73.0	-7
COc1ccc(Br)cc1CNC(=O)CCCn1c(=O)c2cccn2c2cccnc21	108.0	0.3
N#CCSc1nc(C2CC2)cc(-c2ccc(F)cc2)c1C(N)=O	102.0	-0.1
CN(C)Cc1c(O)ccc2occ(C(=O)c3cccc(Br)c3)c12	106.0	0.4
CCC(C)CCCNc1nnc(SCC(=O)c2nnc(-c3ccccc3)o2)s1 (stereo unspecified)	104.0	0.2
COC(=O)c1sc(N)c(C(=O)OC)c1COC(=O)CCN=C1NS(=O)(=O)c2ccccc21	105.0	0.4
COc1ccc(C2C(C(=O)N3CC(C)CC(C)C3)CCC(=O)N2c2cc(OC)c(OC)c(OC)c2)cc1 (stereo unspecified)	99.0	-0.2
CCOC(=O)c1cc(S(=O)(=O)N2CCN(c3ccccc3F)CC2)cn1C	100.0	-1.2
COc1ccc(NC(=O)C2CC(=O)N/C(=N/N=C(\C)c3ccccc3)S2)cc1 (stereo unspecified)	104.0	0.6
O=C1C2C(c3ccccc3)OC3(C(=O)c4ccccc4C3=O)C2C(=O)N1C1CCCCC1 (stereo unspecified)	101.0	0.4
O=C(/C=C/c1ccc(Cl)cc1)N1CCC(c2nc3ccccc3o2)CC1	112.0	0.9
CC(C)NC(=O)/C(C#N)=C/c1nn(Cc2ccccc2)cc1-c1cccnc1	101.0	-0.4
Cc1ccc(C)c(C(=O)C(C)OC(=O)c2cccn2C)c1 (stereo unspecified)	104.0	0.2
CCOC(=O)c1ccccc1NS(=O)(=O)c1ccc2c(c1)OCCO2	100.0	-0.4
COc1ccc(NC(=O)c2c(C)oc3ccc(O)c(CN4CCCCCC4)c23)cc1	103.0	-0.9
CCC(=O)Nc1ccc(C(=O)Nc2ccc(S(=O)(=O)N3CCCCC3)cc2)cc1	100.0	-0.6
Cc1ccc(O)c(-c2n[nH]c3c2C(c2ccccc2F)N(Cc2ccco2)C3=O)c1 (stereo unspecified)	108.0	0.3
CCc1ccc(CN(Cc2cn[nH]c2-c2ccc(OC)cc2)C(=O)Nc2ccc3c(c2)OCCO3)cc1	100.0	-0.7
Further entries:
SMILES	PV pol inh	PV pol inh FP z-score
Cc1ccsc1CNCC1CCCO1 (stereo unspecified)	108.0	0.5
COc1ccccc1NC(=O)CSc1ncc2c(n1)-c1ccccc1N(Cc1ccccc1C)S2(=O)=O	113.0	0.4
CN(CC(=O)N1CCc2ccccc21)S(=O)(=O)c1cccc2cccnc12	101.0	-0.6
c1ccc2c(NC3=NCCS3)cccc2c1	96.0	-1.4
COCCNC(=S)Nc1ccn(C)n1	100.0	0.2
CC(=O)Nc1c(O)[nH]c(=S)[nH]c1=O	102.0	0.4
CCOC(=O)c1sc(S(N)(=O)=O)c(C(=O)OCC)c1C	104.0	0
COc1ccc(N/C=C2/CCCCC2=O)cc1	97.0	-0.8
CN(C1CCCC1)C1CCN(C(=O)CNC(=O)/C=C/c2ccccc2F)CC1	98.0	-1
CCOc1ccccc1N(C)C(=O)c1cc2c(s1)-c1ccccc1OC2	100.0	-1.3
COc1ccc(CNn2cnnc2)c(O)c1	99.0	-1.3
CN(Cc1ccccc1)C(=O)c1ccc2c(c1)NC(=O)C(N1CCOCC1)S2 (stereo unspecified)	101.0	0.1
Cc1ccc(C=Nc2cccc(Cl)c2)cc1	103.0	0.3
CC1CCN(c2ccc(-c3cccc(NS(=O)(=O)c4ccc(F)cc4F)c3)nn2)CC1	104.0	-0.4
CCOc1ccccc1CNC(=O)CCn1ccc2cc(S(=O)(=O)N3CCCCC3)ccc21	111.0	0.5
CCCCn1c(SCC(=O)NC)nc2ccccc2c1=O	109.0	0.7
CCOC(=O)c1cc(OC(=O)c2ccc(C)cc2)n(-c2ccccc2)n1	108.0	0.4
CCNC(=O)c1ccc(-n2c(C)ccc2C)cc1	106.0	0.3
NC(=O)C[n+]1cccc(/C=N/O)c1	103.0	0.5
CCOC(=O)C1=C(C)NC(=S)NC1c1ccc(-c2ccccc2Cl)o1 (stereo unspecified)	102.0	0.2
CC(c1ccccc1)n1cncc1C(=O)N1CCCC1=O (stereo unspecified)	102.0	0
FC(F)(F)c1cccc(N2CCN(Cc3ccoc3)CC2)c1	97.0	-0.3
CCc1cccc(NC(=O)C2COc3ccccc3O2)c1 (stereo unspecified)	102.0	0
CCOC(=O)c1cnc2cc(C(F)(F)F)ccc2c1Nc1cc(C)ccc1OC	107.0	0.6
CCCOc1ccc(OCCSc2nc(N)cc(=O)[nH]2)cc1	103.0	0.3

Filtered by structure: those above containing an NH in an aromatic ring
SMILES	PV pol inh	PV pol inh FP z-score
Cn1ccnc1SCC(=O)c1c[nH]c2ccccc12	101.0	0
CCCN(Cc1cc2cccc(C)c2[nH]c1=O)C(C)=O	104.0	0.8
COc1ccc(-n2c(=S)[nH]c3cc(C(=O)N4CCC(C(N)=O)CC4)ccc3c2=O)cc1	101.0	-0.1
CC1CCCN(S(=O)(=O)c2ccc3[nH]c(=O)cc(C(=O)NC(C)CCc4ccccc4)c3c2)C1 (stereo unspecified)	102.0	0.3
CCCCCc1cc(C(=O)O)[nH]c1-c1ccccc1	104.0	0.5
Cc1ccc2nc(SCC(=O)NC(=O)C(C)(C)C)[nH]c2c1	103.0	0.2
Cc1ccc(O)c(-c2n[nH]c3c2C(c2ccccc2F)N(Cc2ccco2)C3=O)c1 (stereo unspecified)	108.0	0.3
CCc1ccc(CN(Cc2cn[nH]c2-c2ccc(OC)cc2)C(=O)Nc2ccc3c(c2)OCCO3)cc1	100.0	-0.7
CC(=O)Nc1c(O)[nH]c(=S)[nH]c1=O	102.0	0.4
CCCOc1ccc(OCCSc2nc(N)cc(=O)[nH]2)cc1	103.0	0.3

Following part
SMILES	PV pol inh	PV pol inh FP z-score
COc1ccc(CNCCCn2ccnc2)c(OC)c1	101.0	-0.2
O=C(CN(c1cccc(Br)c1)S(=O)(=O)c1ccccc1)N1CCc2ccccc2C1	101.0	-0.5
CC(C)OC(=O)C(C)n1cnc2sc(-c3ccccc3)cc2c1=O (stereo unspecified)	104.0	0
O=c1c2sc3ccccc3c2n(Cc2cccc(C(F)(F)F)c2)c(=O)n1Cc1ccccc1	104.0	-0.5
COc1ccc(NC(=O)C(NC(=O)/C=C\c2ccc3c(c2)OCO3)c2ccc(OC)cc2)cc1 (stereo unspecified)	102.0	-0.3
CCCCC1(CC(=O)N2CCOCC2)C(=O)N(c2ccccc2)N(c2ccccc2)C1=O	112.0	0.9
COc1ccc(S(=O)(=O)Nc2cccc(-c3ccc(N4CCCCC4)nn3)c2)cc1F	111.0	1.1
COc1ccc(OCC(=O)N2CCN(C(=O)COc3ccccc3)CC2)cc1	104.0	0.4
CC1=NOC(O)(C(F)(F)F)C1 (stereo unspecified)	101.0	-0.2
CCCCn1c(N)c(N(C)C(=O)CSc2nnc(C)n2-c2ccccc2OC)c(=O)[nH]c1=O	106.0	0.3
CCC(=O)NC1(C(F)(F)F)C(=O)NC(C)=C1C(=O)OC (stereo unspecified)	103.0	0.6
CC(=O)Nc1ccc(-c2nc3ccc(NC(C)=O)cc3s2)cc1	100.0	-0.7
CCn1c(=O)c(C(=O)CC#N)c(N)n(Cc2ccccc2)c1=O	102.0	0.1
CCCN1/C(=C(\C#N)C2=NS(=O)(=O)c3ccccc32)N(C)c2ccccc21	98.0	-0.2
Cc1ccc(S(=O)(=O)c2[nH]c(-c3ccccc3)nc2SCC(=O)O)cc1	99.0	-0.4
O=C(CSC1=NCCS1)NC(c1ccccc1)c1ccccc1	100.0	-0.5
